TRPML3 ag = activates the human TRPML3 channel; Q8TDD5; HEK293 TRPML3-YFP, Fluo-8 calcium fluorescence; 100% = the carbachol control signal; activation, % at 3 µM; actives 0.29% (n = 220,000); AID 1448;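 active = activation above its plate's cutoff, the mean activation of the plate's test wells plus 3 SD, cut at about 12% in these data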;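 also: 0% = DMSO only wells and 100% = carbachol wells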
Target sequence (Q8TDD5 whole entry, looked up): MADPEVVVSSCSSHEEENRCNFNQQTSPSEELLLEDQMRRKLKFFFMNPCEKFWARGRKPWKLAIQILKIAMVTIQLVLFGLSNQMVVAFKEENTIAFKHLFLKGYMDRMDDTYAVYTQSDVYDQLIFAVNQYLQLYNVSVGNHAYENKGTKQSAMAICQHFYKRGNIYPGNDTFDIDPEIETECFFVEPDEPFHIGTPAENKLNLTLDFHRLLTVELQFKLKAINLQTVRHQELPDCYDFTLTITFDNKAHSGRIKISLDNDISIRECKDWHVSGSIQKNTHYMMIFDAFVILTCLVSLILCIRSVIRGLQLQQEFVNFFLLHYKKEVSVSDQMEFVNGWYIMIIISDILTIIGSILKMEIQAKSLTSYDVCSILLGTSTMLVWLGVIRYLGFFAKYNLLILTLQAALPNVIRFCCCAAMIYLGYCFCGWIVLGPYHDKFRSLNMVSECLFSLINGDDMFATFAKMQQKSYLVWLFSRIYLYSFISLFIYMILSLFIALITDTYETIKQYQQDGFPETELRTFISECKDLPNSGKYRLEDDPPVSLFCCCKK
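system = HEK293 cells stably carrying human TRPML3-YFP | doses = one concentration, 3 µM nominal, 0.3% DMSO | timing = dye loading 1 h 37 °C then 30 min ambient, 125 s read | detection = Fluo-8 calcium dye fluorescence, ex 470-495, em 515-575 nm | benchmarks = high control carbachol 87 µM, low control DMSO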
PPC-1+TRAIL kill = compounds killing PPC-1 cancer cells with TRAIL present (potentiator screen, no TRAIL-free arm); PPC-1 cells + TRAIL, ATPLite viability luminescence; cell killing (% activity), % at 4 µM; actives 0.41% (n = 220,000);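 active = cell killing above 50% in the first pass at 4 µM, then a duplicate retest at 5 µM averaging 50% or more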;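 also: plate controls were cells with TRAIL plus DMSO for no effect and medium-only wells lacking cells for full effect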
thrombin 1536 = blocks human thrombin protease activity | P00734 | alpha-thrombin, Boc-VPR-AMC fluorogenic substrate cleavage | inhibition, % at 5 µM | actives 0.26% (n = 220,000) | AID 1046;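 active = inhibition at or above 40%; inactive = inhibition below 40%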;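 also: 0% = enzyme with no compound and 100% = wells without enzyme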
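Material: human alpha-thrombin enzyme / Medium: pH 7.5 Tris (50 mM) with NaCl 150 mM, Tween 20 0.05% / Compound: single-point dosing at 5 µM, 0.2% DMSO / Incubation: enzyme reaction carried out at room temperature / Detection: AMC fluorescence, 355/460 nm / Read-out basis: percent inhibition scaled between no-compound controls and no-enzyme blanks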
Furin inh = blocks human furin protease activity; actives 0.061% (n = 220,000); purified furin, fluorogenic substrate cleavage; inhibition, % at 30 µM; in the data active = inhibition above about 25%; also: inactives centre near -15
EBV gp42 block = inhibitors of Epstein-Barr virus glycoprotein 42; Q1HVG2; Fluorescence polarization binding assay, mP read-out; inhibition, % (tested at 21.74 µM); actives 0.42% (n = 220,000); in the data active = inhibition above about 50%
Target sequence (Q1HVG2 whole entry, looked up): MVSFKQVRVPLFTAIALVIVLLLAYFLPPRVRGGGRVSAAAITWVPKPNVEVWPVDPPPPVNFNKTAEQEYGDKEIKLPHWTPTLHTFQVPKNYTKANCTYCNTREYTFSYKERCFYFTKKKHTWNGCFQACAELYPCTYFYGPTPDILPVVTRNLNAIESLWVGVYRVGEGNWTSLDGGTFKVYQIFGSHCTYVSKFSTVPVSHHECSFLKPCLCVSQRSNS
zfTRPN1 agonist = agonists of zebrafish TRPN1 channel; HEK293 zebrafish TRPN1-YFP, Fluo-8 calcium fluorescence; 100% = response to 87 µM carbachol; activation, % at 3 µM; actives 0.18% (n = 220,000); AID 1424;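 active = activation above its plate's cutoff, the mean activation of test wells on that plate plus 3 SD, cut at about 19% in these data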;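 also: 0% = DMSO alone and 100% = 87 µM carbachol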
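Material: zebrafish TRPN1-YFP in HEK293 cells. Doses: one dose of 3 µM, 0.3% DMSO. Incubation: dye 1 h 37 °C plus 30 min RT. Measured by: intracellular calcium fluorescence with Fluo-8.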
TbHK1 inh = blocks Trypanosoma brucei hexokinase 1 activity; recombinant TbHK1, G6PDH-coupled NADH A340; inhibition, % at 10 µM; actives 0.11% (n = 220,000);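 active = inhibition of 50% or more in the single-dose primary screen; inactive = inhibition below 50%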
Calpain2 inh = inhibitors of pig calpain II. purified calpain II, fluorogenic peptide substrate, 30 min. inhibition, % at 16 µM. actives 0.37% (n = 220,000);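 active = inhibition above about 50%, limit read from the data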
Cl transport mod = modulators of human KCC2 chloride dependent transport; Q9H2X9; KCC2 cells, thallium flux FluoZin-2 fluorescence; B-score of Tl+ flux slope (higher = more flux/activation; lower = inhibition) at 10 µM; actives 2.2% (n = 190,000); AID 1456;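 active = thallium flux slope and its plate-corrected score both differing from the plate sample mean at a set confidence after two filtering rounds, in either direction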;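 also: slope of fluorescence scaled to starting intensity during 10 to 20 s after thallium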
* = called active by the depositor; i = inactive; . = no result given; [ ] = remark or other dose.

Sequence of screens: TRPML3 ag | PPC-1+TRAIL kill | thrombin 1536 | Furin inh | EBV gp42 block | zfTRPN1 agonist | TbHK1 inh | Calpain2 inh | Cl transport mod
1) O=C(Cn1cnc2cc([N+](=O)[O-])ccc2c1=O)Nc1cccc2ccccc12
 : -0.4 | 20 | -6 | -12 | -26 | -0.9 | -14 | -3 | -1.1
2) CCC1=NC(c2ccccc2)N(O)C1(C)C (stereo not drawn)
 : 0.5 | 10 | 6 | -4[20 µM] | -8 | 1.5 | -8 | 20 | 0.13
3) Cc1ccc(S(=O)(=O)NC(=NCC(=O)O)c2ccc(F)cc2)cc1
 : 0.9 | 31 | 2 | -22[20 µM] | -6 | -1.0 | -7 | 3 | .
4) CCCOc1ccc2oc(=O)c3c(c2c1)CCCN3C(=O)CN1CCN(c2ncccn2)CC1
 : 0.1 | 11 | . | -7[20 µM] | . | -0.8 | -26 | . | -0.38
5) COCC(=O)NNC(=O)c1ccc(OC)cc1
 : 0.5 | 27 | -4 | -35 | -19 | 0.9 | 3 | -87 | 0.87
6) COc1ccc(-n2c(Cc3cc(=O)[nH]c(=O)[nH]3)nnc2SCc2ccccc2)cc1
 : -0.4 | -19 | 0 | -21 | 12 | 1.3 | -18 | 2 | 0.82
7) COc1ccc(NC(=O)COn2nnc3ccc(Cl)cc32)cc1OC
 : -0.7 | 12 | 1 | -8 | -9 | -0.6 | -5 | -7 | 0.63
8) S=c1[nH]nc(-c2ccn[nH]2)n1-c1ccccc1Cl
 : 0.3 | 3 | -11 | -10 | -12 | 2.2 | 7 | 16 | -0.79
9) COc1ccc(-c2nnc(SCCc3ccccc3)n2N)cc1
 : -0.5 | 24 | -1 | -23[20 µM] | -24 | 3.4 | 2 | 2 | .
10) Cc1cccc(Oc2c(C=O)c3ccccc3n2C)c1
 : -1.2 | 11 | 1 | -17[20 µM] | -15 | -0.9 | 0 | -3 | .
11) Cc1cc2nc(-c3cccnc3SCC(=O)NCc3ccco3)[nH]c2cc1C
 : 1.2 | . | -4 | -29 | 15 | -0.3 | -14 | i | -1.4
12) Cc1cc(NC(=O)c2ccc(Cl)c(S(=O)(=O)N3CCOCC3)c2)no1
 : 1.8 | 25 | -2 | -31 | 0 | 2.9 | -1 | -17 | 0.14
13) C/C(=N/NS(=O)(=O)c1ccc(Br)cc1)c1ccc(NC(=O)c2ccc(C)o2)cc1
 : 0.5 | 16 | -5 | -2[20 µM] | 4 | 1.6 | -20 | -23 | .
14) O=C(c1ccc(Cl)cc1)C1CCCN(Cc2cccn2-c2ccccn2)C1 (stereo not drawn)
 : 0.3 | 37 | -4 | -18 | -8 | -0.1 | 4 | -15 | -0.41
15) CCOC(=O)c1cc2c(ccc3ccccc32)oc1=O
 : -0.7 | 12 | -36 | -129 | -16 | -0.4 | -10 | i | -2.5
16) CC(C)(C)CC(=O)Nc1ccc(Nc2ccccc2)cc1
 : 2.0 | 4 | 0 | -17 | -3 | 3.9 | -4 | 8 | -2.1
17) COc1cccc(-c2cc(C(F)(F)F)nc(N3CCN(c4ccccc4)CC3)n2)c1
 : 0.4 | -9 | -3 | -18 | -5 | 1.3 | -9 | -2 | .
18) Cc1ccc(/C=C/C(=O)N2CC(=O)Nc3ccccc32)o1
 : 0.6 | 23 | -5 | -13 | 9 | 0.8 | -44 | 13 | 0.019
19) O=C(NC12CCC(O)C(SC1)/C2=N/O)c1ccccc1 (stereo not drawn)
 : 0.6 | -20 | -8 | -12 | 2 | 0.5 | 6 | -10 | 0.49
20) CCCn1c(SCC(=O)Nc2cccc(S(=O)(=O)NC3=NCCCCC3)c2)nc2ccccc2c1=O
 : -0.3 | -8 | -2 | -17 | 8 | -1.1 | 4 | -19 | -1.5
21) O=C(c1cc2sccc2n1Cc1ccccc1)N1CCc2ccccc21
 : -0.5 | -22 | -2 | -15 | -16 | -0.1 | 32 | -12 | .
22) Cc1ccc(/C=N/c2sc3c(c2C(N)=O)CCCC3)o1
 : 0.7 | 20 | -5 | -20 | -1 | -0.4 | -9 | 4 | 0.19
23) Cc1ccc(OC(C)C(=O)N2CCc3ccccc32)cc1 (stereo not drawn)
 : 0.4 | -6 | 2 | -25[20 µM] | -7 | 1.0 | -1 | 13 | .
24) CC(C)CCN1CC(O)=C(c2nc(-c3ccc(Cl)cc3)cs2)C1=N
 : 0.0 | 28 | -7 | -12[20 µM] | 0 | -0.7 | -27 | -18 | -0.065
25) COc1cc(C)c(Cl)c(C)c1S(=O)(=O)NCc1cccnc1
 : 0.8 | -9 | -4 | -13[20 µM] | 7 | 1.4 | -3 | 24 | -1.2
26) COCCCN1C(=O)C(=O)/C(=C(/O)c2ccc(OC)cc2)C1c1cccc(OC)c1 (stereo not drawn)
 : 0.7 | 17 | -5 | -18 | -4 | 0.2 | -22 | 24 | -0.38
27) CCn1c(SCc2nc3sc(C(=O)O)c(C)c3c(=O)[nH]2)nnc1-c1ccc(Cl)cc1
 : 0.9 | 4 | -1 | -27 | -6 | 0.3 | -8 | -16 | 0.74
28) Cc1ncc([N+](=O)[O-])n1CCOC(=O)NC(NCc1ccccc1Cl)C(Cl)(Cl)Cl (stereo not drawn)
 : -0.5 | -1 | 7 | -9 | 5 | -0.9 | -11 | -14 | -0.038
29) CCCSc1nn2c(=O)c3ccccc3nc2s1
 : 0.4 | -8 | -17 | -11[20 µM] | -1 | 0.9 | -17 | -23 | 0.13
30) CC(C)NC(=O)c1c2c(nc3ccccc13)CCCC2
 : 1.1 | 17 | 1 | -15[20 µM] | -15 | 0.9 | 6 | 20 | 0.33

Structures above containing fluorine (two):
Sequence of screens: TRPML3 ag | PPC-1+TRAIL kill | thrombin 1536 | Furin inh | EBV gp42 block | zfTRPN1 agonist | TbHK1 inh | Calpain2 inh | Cl transport mod
3) Cc1ccc(S(=O)(=O)NC(=NCC(=O)O)c2ccc(F)cc2)cc1
 : 0.9 | 31 | 2 | -22[20 µM] | -6 | -1.0 | -7 | 3 | .
17) COc1cccc(-c2cc(C(F)(F)F)nc(N3CCN(c4ccccc4)CC3)n2)c1
 : 0.4 | -9 | -3 | -18 | -5 | 1.3 | -9 | -2 | .

(listing goes on)
Sequence of screens: TRPML3 ag | PPC-1+TRAIL kill | thrombin 1536 | Furin inh | EBV gp42 block | zfTRPN1 agonist | TbHK1 inh | Calpain2 inh | Cl transport mod
31) C=CC[C@@H]1Cc2c(Br)ccc(Br)c2[C@@H](CC=C)N1
 : 0.3 | 4 | -7 | -2 | 10 | 1.3 | -4 | 20 | 0.17
32) CCOC(=O)C1(Cc2ccccc2)CCN(Cc2ccc(C)s2)CC1
 : -0.4 | 7 | -1 | -18 | -15 | 0.3 | 1 | 14 | 0.7
33) CC(/C=N/O)Cc1ccc2c(c1)OCO2 (stereo not drawn)
 : -0.5 | . | -1 | -21 | 4 | 0.0 | 7 | 17 | 0.49
34) C/C=C(\C)C(=O)NNC(=O)c1sc(-c2ccccc2)nc1C
 : 0.0 | -6 | -8 | -6 | -4 | 1.0 | -4 | 10 | 1.5
35) Cc1nnc(NC(=O)c2ccc(Br)cc2)s1
 : 0.8 | 33 | 1 | -16[20 µM] | -28 | -0.3 | -6 | 8 | 0.69
36) Cc1noc(C)c1CSc1nnc(-c2c[nH]c3ccccc23)n1-c1ccc(Cl)cc1
 : 1.0 | 18 | -2 | -5 | -4 | 0.6 | 7 | 16 | 1
37) Cc1oc(-c2cccc(Cl)c2)nc1CN1CCCC(C(=O)NC(C)c2ccc3c(c2)OCCO3)C1 (stereo not drawn)
 : 0.5 | 4 | -1 | -28 | -5 | 1.3 | -20 | 8 | .
38) NC(N)=NC(N)=NCCc1ccccc1
 : 1.1 | 20 | . | -10 | -8 | -0.3 | 3 | 21 | -0.11
39) N#Cc1ccccc1NC(=O)CSc1nccn1CCc1ccccc1
 : -0.5 | -7 | 2 | -24[20 µM] | 10 | 0.3 | -2 | 31 | -4*
40) O=C(O)CCCC(=O)NCCCCc1ccccc1
 : 1.0 | 29 | -9 | -19 | -5 | -0.1 | 5 | -26 | -0.32
41) C[n+]1ccn(CC(=O)c2ccc(Br)cc2)c1
 : 0.7 | 30 | 1 | -6 | -1 | 2.2 | 8 | -7 | .
42) O=c1cc(O)c2sc(Nc3ccc(Cl)c(F)c3)nc2[nH]1
 : 0.1 | 5 | -1 | 7 | -23 | -1.1 | -21 | 16 | .
43) O=C1OCCC1Sc1nc2ccccc2c(=O)n1-c1ccc(F)cc1 (stereo not drawn)
 : 0.0 | 2 | -3 | -17 | 10 | -0.7 | -4 | -17 | 2.3
44) CCCc1nnc(NC(=O)C(CC)OC(=O)c2cc(C)nc3ccccc23)s1 (stereo not drawn)
 : -1.8 | 25 | 5 | -3 | -15 | -2.0 | -5 | -7 | -0.21
45) CCOC(=O)c1c(NC(=O)N/N=C/c2ccccc2OCC)sc(C(C)=O)c1C
 : 0.4 | 0 | 14 | -5 | -22 | 0.9 | -28 | 30 | -0.067
46) CC(C)C(=O)Nc1cccc(-c2nc3ccccc3c(=O)o2)c1
 : -0.1 | 35 | 3 | -8[20 µM] | -15 | 0.6 | -2 | 8 | -1.1
47) Cc1[nH]nc2c1C(c1ccccc1F)NC2=O (stereo not drawn)
 : 0.7 | -26 | 4 | -14 | -22 | 1.1 | -5 | -8 | 0.41
48) CC12CN3CC(C)(CN(C1)C3c1ccccc1Cl)C2O (stereo not drawn)
 : 0.3 | 13 | 1 | 4[20 µM] | -15 | 0.8 | -1 | -22 | 0.072
49) O=C(O)c1ccc(Cl)c(S(=O)(=O)Nc2ccc3cn[nH]c3c2)c1
 : 0.9 | 0 | 1 | -21 | -6 | 0.2 | 7 | -26 | 0.083

6 compounds out of the list above, sorted by their value in TbHK1 inh, smallest number first.
no. | SMILES | TRPML3 ag | thrombin 1536 | Furin inh | EBV gp42 block | TbHK1 inh | Calpain2 inh | Cl transport mod
42 | O=c1cc(O)c2sc(Nc3ccc(Cl)c(F)c3)nc2[nH]1 | 0.1 | -1 | 7 | -23 | -21 | 16 | .
44 | CCCc1nnc(NC(=O)C(CC)OC(=O)c2cc(C)nc3ccccc23)s1 (stereo not drawn) | -1.8 | 5 | -3 | -15 | -5 | -7 | -0.21
43 | O=C1OCCC1Sc1nc2ccccc2c(=O)n1-c1ccc(F)cc1 (stereo not drawn) | 0.0 | -3 | -17 | 10 | -4 | -17 | 2.3
46 | CC(C)C(=O)Nc1cccc(-c2nc3ccccc3c(=O)o2)c1 | -0.1 | 3 | -8[20 µM] | -15 | -2 | 8 | -1.1
48 | CC12CN3CC(C)(CN(C1)C3c1ccccc1Cl)C2O (stereo not drawn) | 0.3 | 1 | 4[20 µM] | -15 | -1 | -22 | 0.072
41 | C[n+]1ccn(CC(=O)c2ccc(Br)cc2)c1 | 0.7 | 1 | -6 | -1 | 8 | -7 | .

Compound activity from PubChem.
